PV pol inh – poliovirus RNA polymerase inhibition; P03300; % elongation, % (compound at 16.7 µg/mL); poliovirus polymerase elongation, fluorescence polarization; active compounds read low; actives 0.66% (n = 150,000); in the data active means % elongation below about 90%; further: some results filed as inactive read as strong as hits
Target sequence (P03300 1749-2209 limits assumed): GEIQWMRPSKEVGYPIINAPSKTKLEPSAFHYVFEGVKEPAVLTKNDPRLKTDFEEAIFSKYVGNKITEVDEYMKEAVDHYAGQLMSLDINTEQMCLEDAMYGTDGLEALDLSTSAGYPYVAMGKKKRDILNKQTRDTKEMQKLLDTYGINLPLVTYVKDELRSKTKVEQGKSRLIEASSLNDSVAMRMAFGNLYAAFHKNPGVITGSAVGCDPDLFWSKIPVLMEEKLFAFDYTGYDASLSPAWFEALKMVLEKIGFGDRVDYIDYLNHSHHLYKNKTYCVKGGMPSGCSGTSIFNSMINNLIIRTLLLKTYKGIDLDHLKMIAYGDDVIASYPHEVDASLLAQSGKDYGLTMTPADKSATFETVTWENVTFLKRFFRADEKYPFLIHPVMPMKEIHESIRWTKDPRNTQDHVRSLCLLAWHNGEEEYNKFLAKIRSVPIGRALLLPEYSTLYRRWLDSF
PV pol inh FP z-score – second read-out of PV pol inh, no call of its own (marks repeat the call); z-score; measured here: FP z-score; hits read low
* marks the source's active call; other numbers are inactive results; & = joins results of further samples. Some of the compounds tested; the hit share may differ from the screen's.

SMILES	PV pol inh	PV pol inh FP z-score
O=C(Cn1cnc2onc(-c3ccc(Cl)cc3)c2c1=O)NCc1ccccc1Cl	100	-0.7
Cc1cccc(-n2c3nc(=O)n(C)c(=O)c-3cc3c(C)nn(-c4ccccc4)c32)c1C	113	1.2
N#CCCSc1nnc(-c2cccnc2)o1	101	0.4
Cc1ccc2c(=O)c(C(=O)c3ccc(F)cc3)cn(CC(=O)NCc3ccccc3Cl)c2n1	121	2.7
CCOc1ccc(-c2cn3c(n2)sc2cc(C(=O)NCCCN4CCCCCC4)ccc23)cc1	98	-1.8
CCN1C(=O)CC(c2ccc(OC)cc2)Sc2ccccc21 (centres undefined)	105	1.8
FC(F)(F)c1c(-c2nc(-c3ccc(Cl)cc3)no2)cnn1-c1ccccc1	103	0.5
O=C(O)CCn1cnc2sc3c(c2c1=O)CCCC3	100	-0.6
Cc1nc2ccc(NC(=O)CC(C)(C)C)cc2s1	95	-0.4
Cc1cccc(Cn2cccc(C(=O)Nc3nnc(C)s3)c2=O)c1	103	-0.5
Cc1ccc(NC(=O)COC(=O)CN2CCCCCC2=O)cc1C	101	-0.3
CCC(Sc1nc(C)c(Cc2ccccc2)c(=O)[nH]1)C(=O)O (centres undefined)	102	0.1
Cc1ccc(N(CC(C)C)S(=O)(=O)c2nnc(NC(=O)c3ccco3)s2)cc1	111	0.6
Cn1cc(S(=O)(=O)N2CCCC2)cc1C(=O)Nc1ccc(F)cc1F	106	0
N/C(CS(=O)(=O)Cc1cccc(C(F)(F)F)c1)=N\O	102	-0.5
CCCCn1c(=O)c2oc3ccccc3c2n(CC(N)=O)c1=O	104	0.8
CSc1cccc(NC(=O)c2cnn3ccccc23)c1	99	-0.6
O=C(NCC1CCCO1)c1cccc(-n2cnnn2)c1 (centres undefined)	97	-1.1
O=c1c(C=NCc2ccc3c(c2)OCO3)c(O)n(C2CCCCC2)c(=O)n1C1CCCCC1	99	-0.4
COc1cc(C2N(C(C)=O)CCN2S(=O)(=O)c2ccc(C)cc2)ccc1O (centres undefined)	105	0.8
Cn1c(=O)[nH]c(=O)c2ccc(-c3ccccc3)nc21	102	-0.1
Cc1cc(=O)c2cc(C(=O)Nc3cccc(C)c3C)ccc2[nH]1	103	-0.5
Cc1cc(C(=O)CSc2nnc(C(F)(F)F)n2N)c(C)n1CC1CCCO1 (centres undefined)	102	0.2
Oc1cccc(CN2CCN(Cc3ccccc3)CC2)c1	100	0.1
COc1ccc(NC(=O)CCSc2nc(-c3ccco3)cc(C(F)(F)F)n2)cc1OC	104	0.1
Following part
SMILES	PV pol inh	PV pol inh FP z-score
O=S(=O)(NCCN1CCOCC1)c1ccc(I)cc1	105	0.9
CC(C)(C)c1ccc(C(=O)NC2CCNCC2)cc1	102	0.4
CCCn1c(SC/C(O)=C(\C#N)c2nc3ccccc3[nH]2)n[nH]c1=O	104	0.2
Nc1cc(S(=O)(=O)C(F)(F)F)ccc1Cl	99	-0.5
CCC1CCc2nc3sc(C(=O)Nc4ccc(F)cc4F)c(N)c3cc2C1 (centres undefined)	109	-0.3
Cc1cccc(-n2ncc(C(=O)N3CCCC3)c2C2CCNCC2)c1	105	0.6
Cc1ccc2occ(CC(=O)Nc3cccc(C(F)(F)F)c3)c2c1	101	-0.7
CN(C(=O)c1cc2cccnc2n(C)c1=O)c1ccccc1	106	0.3
CCCc1nnc(SCC(=O)N(CC)CC)n1C	99	-0.9
CCOc1ccc(-c2cc(C(=O)NCc3ccc(OCC)c(OC)c3)[nH]n2)cc1	108	0
Cc1nc2ccccc2n1CCc1nc2c3ccccc3nc(SCc3cccc(F)c3)n2n1	109	0.7
COc1ccc(Cl)cc1NC(=O)Cn1cnc2sc(C)c(S(=O)(=O)N3CCN(c4ccccc4OC)CC3)c2c1=O	104	0
CCN1C(=O)c2cccc3c(NC(=S)NC(=O)c4ccccc4)ccc1c23	102	0.2
CN(C)c1ccc(C2CC(c3c(O)n(C4CCCCC4)c(=O)[nH]c3=O)=Nc3ccccc3S2)cc1 (centres undefined)	153	8
CC1CCCCC1NC(=O)c1ccc2c(=O)n(Cc3ccc4c(c3)OCO4)c(=O)[nH]c2c1 (centres undefined)	104	0.5
CC(CCc1ccccc1)NC(=O)Cn1ncc2c3ccccc3n(Cc3ccccc3)c2c1=O (centres undefined)	103	-0.7
CCOc1cc(-c2nc(-c3ccc(-c4ccc(C)cc4)nc3OC)no2)cc(OCC)c1OCC	109	0.8
CC(C)C1Nc2ccc(C(=O)NCc3ccccc3)cc2NC1=O (centres undefined)	101	0
CC1CC2=C(NC(=S)NC2c2ccc(Cl)cc2)/C(=C/c2ccc(Cl)cc2)C1 (centres undefined)	103	0.6
CNC(=O)c1ccccc1-c1nc(-c2ccccc2OC)no1	101	0.2
CC(=O)Nc1ccc(NC(=O)CN(C)S(=O)(=O)c2ccc3nc(C)sc3c2)cc1	103	0
N#CC(C#N)=CNCCc1ccncc1	98	-0.7
Cc1ccc(CS(=O)(=O)c2oc(-c3cccs3)nc2S(=O)(=O)c2ccc(F)cc2)cc1	103	0.2
Nc1ccccc1-c1nnc(SCC(=O)c2ccc(Cl)cc2)[nH]c1=O	100	-0.5
Cc1nc2ccccn2c1/C=C1\C(=O)N(C)C(=S)N1C	116	2.4
(list continues)
SMILES	PV pol inh	PV pol inh FP z-score
COc1ccc(N2CCN(C(=O)[C@H](C)N3C(=O)c4cc(Cl)c(Cl)cc4C3=O)CC2)cc1	104	0.3
O=C(c1ccncc1)C12CN3CN(CN(C3)C1)C2	102	0.5
Cc1ccc(S(=O)(=O)CC(=O)Nc2nc3c(C)cccc3s2)cc1	106	-0.2
Cc1c(N(C)CS(=O)(=O)O)c(=O)n(-c2ccccc2)n1C	103&100	0.3&0.1
CCn1cc(S(=O)(=O)c2cc(C)ccc2C)c(=O)c2cc(F)c(N3CCOCC3)cc21	101	-0.3
Cc1[nH]n(-c2ccc(Br)cc2)c(=O)c1C1=c2ccccc2=NC1=O	101	0
CC1=CC(C)(C)Nc2ccc(OC(=O)c3ccc(Cl)cc3)cc21	100	-0.8
CCc1ccc(S(=O)(=O)Nc2ccc(-c3nc4cccnc4s3)cc2)s1	99	-0.6
COc1ccc(CCN2CC(C(=O)O)CC2=O)cc1 (centres undefined)	101	-0.2
CCOC(=O)CC1=Nn2c(C)nnc2SC1	96	-1.2
CC1SC2(NC1=O)C1CC3CC(C1)CC2C3 (centres undefined)	99	0
C=C(C)C(=O)Oc1ccc2c(c1)C(C)=CC(C)(C)N2	104	0.4
COc1ccc(C(=O)NNc2nnc(C(C)(C)C)c(=O)n2N)cc1	103	0.1
COc1cccc(C(=O)n2nc(-c3cccnc3)nc2NCc2ccco2)c1	102	0.1
Cc1cc(C)n(C(=O)N2CCOCC2)n1	106	0.9
CC(=O)N1c2ccccc2CC1C(=O)N1CCN(c2cccc(C)c2C)CC1 (centres undefined)	103	-0.8
Cc1ccc(-c2nc3sccn3c2Nc2ccc(C)c(C)c2)cc1	108	0.6
CCN1CCN(C(=O)NC(C(=O)NC2C(=O)N3C(C(=O)O)=C(CSc4nnnn4C)CSC23)c2ccc(O)cc2)C(=O)C1=O (centres undefined)	102	0.6
CCCCC[C@H](O)/C=C/C1=C(CCCCCCC(=O)O)C(=O)CC1	100&99	-0.6&-0.3
O=C(COC(=O)Cc1ccsc1)NC1CCCCCC1	101	0
Cc1ccccc1CNC(=O)c1cnc2sc(N3CCOCC3)nn2c1=O	108	0.2
Cn1c(=O)oc2cc(S(=O)(=O)N3CCC(C(=O)N4CCN(c5ccccc5F)CC4)CC3)ccc21	110	0.7
CCCn1nc(C(=O)OC)c2ccccc2c1=O	101	-0.1
Oc1cccc2ccc(Oc3cccc4cccnc34)nc12	104	1.1
Cc1ccccc1Cn1c(C)c(CNCCCc2ccccc2)c(C(=O)O)c1C	107	-0.2
(cont.)
SMILES	PV pol inh	PV pol inh FP z-score
CC1CC(C)CN(C(=O)CCCn2ncn3c(cc4occc43)c2=O)C1 (centres undefined)	103	0.3
Cc1ccc(C(=O)Nc2ccccc2)c(C)n1	101	-0.4
CCN(CC)c1nn2c(=O)c(C(=O)NCCc3ccccc3C)cnc2s1	96	-0.8
CC1CCCCC1NC(=O)c1ccccc1Cl (centres undefined)	106	0.4
COc1cc2c(C(=O)NCCC3=CCCCC3)cn(C)c(=O)c2cc1OC	101	0.2
c1ccc(SCCNCc2ccccn2)cc1	101	-0.2
N#Cc1sc2nc3ccccc3n2c1/N=C/c1cccs1	104	0
CC1NC(=O)NC1CCCCC(=O)O (centres undefined)	102	0.1
CCOC(=O)c1c(-c2ccc(Br)cc2)csc1NC(=O)c1ccc(C(C)(C)C)cc1	102	-0.2
COc1cc(C(=O)Nc2cc(C)ccc2OCc2cc(=O)n3c(C)csc3n2)cc(OC)c1OC	103	-1
CCN(CC)C1CCCCC1	105	0.2
O=C(O)CCNC(=S)Nc1ccc(Cl)cc1	102	0.1
CP(=O)(O)c1nccn1-c1ccc(Cl)nn1	101	0
O=C(Cn1ncc2c3ccccc3n(Cc3ccccc3F)c2c1=O)N1CCCCC1	113	0.5
CC1(C)CC(=O)C2=C(C1)OC(N)=C(C#N)C2c1ccc2c(c1Cl)OCO2 (centres undefined)	106	1.1
CCC1NCCNC1=O (centres undefined)	100	-0.3
CCN1CCN(c2oc(COc3ccccc3C)nc2C#N)CC1	106	0.9
O=C(Nc1cccc2ccccc12)OC1CCS(=O)(=O)C1 (centres undefined)	105	0.3
O=C(O)Cn1cc(C(=O)C2CC2)c2ccccc21	102	0.3
CC(C(=O)Oc1ccc(C#N)cc1)N1C(=O)c2ccccc2C1=O (centres undefined)	101	-0.3
O=C(O)CN(CC(=O)Nc1ccc2c(c1)OCCCO2)Cc1ccccc1	103	0.6
O=S(=O)(NCC1CCCCC1)c1ccc(-n2cnnn2)cc1	105	1.9
COc1ccc(CCNC(=O)c2ccc3c(c2)CCN3S(=O)(=O)c2ccc(C)cc2)cc1OC	104	-0.5
CCc1[nH]nc(C(=O)O)c1C	102	-0.1
CC(C)(C)C1CCC(OC(=O)c2cccnc2)CC1 (centres undefined)	101	-0.2

Part of the list above in order of length of the SMILES, ascending.
SMILES	PV pol inh	PV pol inh FP z-score
CCC1NCCNC1=O (centres undefined)	100	-0.3
N#CC(C#N)=CNCCc1ccncc1	98	-0.7
CC1CCCCC1NC(=O)c1ccccc1Cl (centres undefined)	106	0.4
CC1SC2(NC1=O)C1CC3CC(C1)CC2C3 (centres undefined)	99	0
O=C(COC(=O)Cc1ccsc1)NC1CCCCCC1	101	0
O=S(=O)(NCCN1CCOCC1)c1ccc(I)cc1	105	0.9
O=C(O)Cn1cc(C(=O)C2CC2)c2ccccc21	102	0.3
N#Cc1sc2nc3ccccc3n2c1/N=C/c1cccs1	104	0
CCN1CCN(c2oc(COc3ccccc3C)nc2C#N)CC1	106	0.9
Cc1ccccc1CNC(=O)c1cnc2sc(N3CCOCC3)nn2c1=O	108	0.2
CC1CC(C)CN(C(=O)CCCn2ncn3c(cc4occc43)c2=O)C1 (centres undefined)	103	0.3
Cc1[nH]n(-c2ccc(Br)cc2)c(=O)c1C1=c2ccccc2=NC1=O	101	0
Cc1nc2ccccc2n1CCc1nc2c3ccccc3nc(SCc3cccc(F)c3)n2n1	109	0.7
O=c1c(C=NCc2ccc3c(c2)OCO3)c(O)n(C2CCCCC2)c(=O)n1C1CCCCC1	99	-0.4
COc1ccc(CCNC(=O)c2ccc3c(c2)CCN3S(=O)(=O)c2ccc(C)cc2)cc1OC	104	-0.5
CC1CCCCC1NC(=O)c1ccc2c(=O)n(Cc3ccc4c(c3)OCO4)c(=O)[nH]c2c1 (centres undefined)	104	0.5
CN(C)c1ccc(C2CC(c3c(O)n(C4CCCCC4)c(=O)[nH]c3=O)=Nc3ccccc3S2)cc1 (centres undefined)	153	8
COc1ccc(Cl)cc1NC(=O)Cn1cnc2sc(C)c(S(=O)(=O)N3CCN(c4ccccc4OC)CC3)c2c1=O	104	0

Following part
SMILES	PV pol inh	PV pol inh FP z-score
O=C(NCCSc1ccc(Cl)cc1)c1ccco1	101	0.1
O=C(CSc1nc2ccsc2c(=O)n1CC1CCC(C(=O)O)CC1)Nc1nccs1 (centres undefined)	103	0.9
O=C(NCCCN1CCCC1)C1CCN(c2nc3cccnc3s2)CC1	101	0.2
Cc1ccc(C)c(-n2c(Cc3cc(=O)[nH]c(=O)[nH]3)nnc2SCC(=O)Nc2nnc(C)s2)c1	101	0
C(=N\NC1=NCCCCC1)/c1ccc(N2CCOCC2)cc1	99	-0.6
O=S(=O)(/C=C/c1ccccc1)N1CCN(c2nc(-c3cccnc3)nc3ccccc23)CC1	105	0.5
CCc1nn(CC(=O)N2CCCCC2)c(=O)c2cc3occc3n12	103	-0.6
Cc1ccc(-c2cn3c(n2)sc2cc(C(=O)NCCCN4CCCCC4)ccc23)cc1	100	-1.4
CSc1nnc2[nH]c(=O)cc(N)n12	101	-0.2
CNc1nc(Oc2ccc(C(=O)OC)cc2)nc(SC)n1	102	0.1
O=C(O)CC1(CC(=O)N2CCc3ccccc32)CCCC1	103	0.3
Cc1cc(Br)c2c3c(c(N)c(=O)[nH]c13)-c1ccccc1C2=O	65	-7.4
CCCN(CCC)S(=O)(=O)c1ccc(C(=O)Nc2sc3c(c2C(=O)OC)CCN(CC)C3)cc1	106	-0.1
CCc1ccc(NC(=O)CSc2nc(=O)n(Cc3ccncc3)c3c2CCC3)cc1	109	0.6
Fc1ccc(N=Cc2ccc3ncccc3c2)cc1F	102	0.4
CCCN1C(=O)C(O)(CC(=O)c2ccc(C(C)C)cc2)c2ccccc21 (centres undefined)	109	1
C1CNCC(CN2CCCC2)C1 (centres undefined)	103	0.5
COc1ccc(S(=O)(=O)N2CCN(Cc3cccc(F)c3)CC2)c(OC)c1	102	0
CCOc1cc2[nH]c(=S)n(CCC(OCC)OCC)c(=O)c2cc1OCC	101	0.3
Cc1cc(C(=O)NCCC2=CCCCC2)c(C)o1	99	-0.1
CCC(O)c1nc2ccccc2n1CC1CCCCC1 (centres undefined)	101	-0.6
CCOC(=O)c1ccc2c(c1)N(C)C(=O)c1ccccc1S2	100	-0.6
Cc1nc2c3ccccc3nc(NNC(=O)CCC(=O)N3CCN(c4ccc(F)cc4)CC3)n2n1	95	-0.9
O=C1CC(c2cccc(F)c2)c2c(n3ncnc3[nH]c2=O)N1 (centres undefined)	103	-0.2
CC1CCc2c(sc(NC(=O)COn3nnc4ccccc43)c2C(N)=O)C1 (centres undefined)	105	0.2
CCCCn1c(CCNC=O)nc2ccccc21	100	-0.7
